CaV13 ICDI inh – Disruptors of the CACNA1D IQ motif to Ca2+-dependent inactivation inhibitor domain association, primary screening, Förster resonance energy transfer in intact living …; inhibition, % at 12.3 µM; 340,000 tested, 0.098% active; HEK cells, CFP/YFP FRET ICDI-IQ, plate reader, 10 min; percent FRET-ratio fall versus neutral wells;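 active = mean replicate inhibition of at least 30% and at least 1% of replicates passing that level; inconclusive = only one of the two criteria is met; inactive = neither criterion is met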;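 also: 0% = median of the neutral control wells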
Vif imaging – HIV Vif self-association inhibitors, primary screen, imaging, HEK293T, single point; HEK293T cells, Vif self-association by quenched fluorescence, 24 h; inhibition, % at 7.49 µM; 340,000 tested, 0.35% active; AID 602346, 2012; in the data active = inhibition above about 50%, passing the limit was not always enough; inconclusive = no clear call, values can overlap the other calls; inactive = below about 31%; also: some results filed as inactive read as strong as hits
aDG glyco act – activators of alpha-DG glycosylation, primary screen, uHTS, Pro5-aDG cells, AlphaScreen; alpha-DG glycosylation AlphaScreen (IIH6); 0% Pro5, 100% B10-LARGE cell signal; activation, % at 10 µM; 360,000 tested, 0.22% active; AID 624168, 2012;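 active = activation of at least 8% versus controls, or a plate z-score of at least 8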;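 also: Pro5 are CHO cells carrying HIG-tagged alpha-DG that lacks glycosylation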
PDI turbidity – inhibitors of human PDI, primary screen, biochemical, turbidity, single point, plate reader; PDI insulin aggregation turbidity, A650, 90 min; inhibition, % at 10 µM; 350,000 tested, 0.052% active; AID 588391, 2011;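 active = mean inhibition across replicates of 30% or more, whatever share of single replicates reach that level; inconclusive = mean inhibition below 30% while every single replicate reaches 30%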;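 also: absorbance from insulin aggregation driven by PDI reduction with DTT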
Target sequence (P07237 whole entry, looked up): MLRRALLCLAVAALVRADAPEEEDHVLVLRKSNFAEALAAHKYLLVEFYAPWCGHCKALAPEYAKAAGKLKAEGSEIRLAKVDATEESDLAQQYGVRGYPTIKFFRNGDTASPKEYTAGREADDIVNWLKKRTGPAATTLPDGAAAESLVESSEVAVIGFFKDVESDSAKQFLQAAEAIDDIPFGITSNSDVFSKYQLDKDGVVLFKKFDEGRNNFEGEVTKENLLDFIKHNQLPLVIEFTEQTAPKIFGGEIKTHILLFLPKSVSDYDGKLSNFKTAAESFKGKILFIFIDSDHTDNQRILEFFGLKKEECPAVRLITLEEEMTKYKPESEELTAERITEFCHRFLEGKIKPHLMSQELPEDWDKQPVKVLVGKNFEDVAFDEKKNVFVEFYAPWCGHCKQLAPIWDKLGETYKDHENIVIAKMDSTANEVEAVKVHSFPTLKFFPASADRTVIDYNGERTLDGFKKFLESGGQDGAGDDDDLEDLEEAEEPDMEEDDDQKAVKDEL
Glyco luc inh – increase of ERlucT glycosylation luciferase signal, primary screen, N-linked glycosylation inhibitor project, D54 ERlucT cells, luminescence, set 2. D54 ERlucT glycosylation luciferase reporter, 24 h; percent of 100 nM tunicamycin response. reporter increase, % at 12.5 µM. 360,000 tested, 0.23% active. AID 588692, 2011;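 active = mean luciferase reporter signal, scaled so untreated is 0 and the glycosylation-blocking control 100, at or above a set limit in every replicate; inconclusive = mean reaches the limit but not every replicate does; inactive = mean below the limit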;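 also: luciferase carries N-glycosylation sites so blocking glycosylation raises the light; 0% = median of neutral control wells and 100% = median of 100 nM tunicamycin wells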
Granule exo inh – LAMP-1 surface exposure blockers, TALL-104 cells – cell-based, flow cytometry, MLPCN library, primary screen; 360,000 tested, 0.66% active; TALL-104 LAMP-1 surface exposure; cells stimulated with thapsigargin and PMA; inhibition, % at 10 µM;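 active = inhibition above about 55%, limit read from the data; inconclusive = no clear call, values can overlap the other calls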
iPSC survival up – enhancers of single-cell hiPSC survival, primary screen, ATPlite luminescence; 100% = ROCK inhibitor wells, 0% = DMSO; survival enhancement, % at 20 µM; 360,000 tested, 0.044% active; AID 602274, 2012; in the data active = survival enhancement above about 18%;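 also: cells exposed to compounds for 16 hours before the ATP read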
Cardio protect – cardioprotection against H2O2-induced cell death, primary screen, uHTS, H9c2 cells, ATPLite luminescence; H9c2 cardiomyocytes, H2O2 injury protection, 2 h; protection from H2O2 cell death, % at 20 µM; 360,000 tested, 0.63% active;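 active = compounds giving at least 50% protection of heart cells from peroxide-induced death in the single-dose screen, raw or plate-pattern-corrected value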;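 also: 0% = DMSO wells with peroxide and 100% = DMSO wells without peroxide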
m5-HT2A agonist – mouse Htr2a agonists via beta-arrestin recruitment, primary screen, cell-based, luminescence | 5-hydroxytryptamine receptor 2A (Mus musculus), P35363 | CHO-K1 mHTR2A beta-arrestin complementation; percent of 30 µM serotonin response | activation, % at 7.6 µM | 360,000 tested, 0.66% active;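 active = activation above a run cutoff, the mean activation of all tested compounds plus 3 SD, cut at about 14% in these data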;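 also: 0% = plate median of compound wells and 100% = 30 µM serotonin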
Target sequence (P35363 whole entry, looked up): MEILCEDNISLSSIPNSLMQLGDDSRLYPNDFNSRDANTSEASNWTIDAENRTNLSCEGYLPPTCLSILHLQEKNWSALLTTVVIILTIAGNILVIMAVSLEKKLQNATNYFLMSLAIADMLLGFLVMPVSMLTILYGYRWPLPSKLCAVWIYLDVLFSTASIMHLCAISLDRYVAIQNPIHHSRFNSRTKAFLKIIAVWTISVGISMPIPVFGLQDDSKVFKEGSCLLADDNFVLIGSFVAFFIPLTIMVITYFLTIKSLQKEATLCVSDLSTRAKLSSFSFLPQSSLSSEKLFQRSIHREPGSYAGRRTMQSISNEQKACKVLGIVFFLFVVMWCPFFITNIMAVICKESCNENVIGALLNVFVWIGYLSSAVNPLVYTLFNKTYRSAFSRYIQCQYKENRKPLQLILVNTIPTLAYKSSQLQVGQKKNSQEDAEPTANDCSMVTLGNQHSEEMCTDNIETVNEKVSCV
ABCB6 inh MLPCN – ABCB6 transporter inhibitors, primary screen, K562-ABCB6 cells, flow cytometry, MLPCN library; ATP-binding cassette sub-family B member 6 (Homo sapiens), Q9NP58; 360,000 tested, 0.19% active; fluorescence ratio to DMSO, % at 10 µM; AID 602162, 2011; K562-ABCB6 porphyrin accumulation, 1 h; stronger effect = lower value;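 active = fluorescence ratio to DMSO below 75%, the collection mean minus 3 SD; inconclusive = too few cells collected in the well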;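 also: signal is porphyrin accumulated inside mitochondria; 100% equals median channel fluorescence of DMSO control wells; lower ratio means ABCB6 inhibition with less porphyrin fluorescence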
The depositor's hits bear a star; ? = inconclusive; . = no result given.

structure	CaV13 ICDI inh	Vif imaging	aDG glyco act	PDI turbidity	Glyco luc inh	Granule exo inh	iPSC survival up	Cardio protect	m5-HT2A agonist	ABCB6 inh MLPCN
CC(CCc1ccccc1)NC(=O)C(=O)Nc1ccccc1 (stereo not given)	-5	-2	-0.2	-6	2	-2	-1.0	2	0	101
COc1nc(N/N=C/c2ccc(C)cc2)nc(N2CCCCC2)n1	-3	-4	0.1	-4	3	-8	-1.3	-4	3	94
COc1ccc(C(=O)NCCc2cnc[nH]2)cc1OC	-3	8	0.0	0	1	-6	0.9	0	0	93
Cn1cc(C2=C(c3ccc(Cl)cc3Cl)C(=O)NC2=O)c2ccccc21	-22	.	-0.1	-1	12	41	0.5	31	-3	382
Cc1oc2nc(SCCCC(=O)NCCCO)nc(N)c2c1C	.	9	-0.2	26	4	1	2.2	4	-1	100
Cc1noc(NS(=O)(=O)c2ccc(NC(=O)CSc3nc4ccccc4[nH]3)cc2)c1C	-7	.	0.1	-6	2	4	-1.1	0	1	94
O=C(CCN1CCc2ccccc21)c1ccc2c(c1)OCCO2	.	-10	2.9	4	0	7	-2.2	-30	-10	104
CC1(NC(=O)CSc2nnc(-c3c[nH]c4ccccc34)n2C2CC2)CCS(=O)(=O)C1 (stereo not given)	-7	1	-0.1	4	-1	0	-0.6	4	8	98
O=C(c1ccc(S(=O)(=O)N2CCCC2)cc1)N1CCCCCC1	-16	-2	0.1	2	2	-1	-0.8	-3	0	94
COc1ccc(OC)c(C2C(C(=O)Nc3ccc(F)cc3)=C(C)Nc3nc(CCCO)nn32)c1 (stereo not given)	-3	21	0.2	.	0	-3	2.2	-1	0	102
COc1cccc(C=NNC(=O)CCCC(=O)NN=Cc2cccc(OC)c2)c1	-8	-5	-0.2	-20	3	-2	2.6	3	-2	87
Cc1ccc(NC(=O)c2nc[nH]c2C(=O)N(C)Cc2ccccc2)cc1	-5	-13	0.6	-1	4	0	-1.4	-2	-7	85
Cc1nn(-c2ccccc2)c(Cl)c1C(=O)NNC(=O)c1ccncc1	-5	2	-0.2	8	2	-4	0.5	4	3	92
Brc1cccc(C=Nc2cccc3ncccc23)c1	-5	4	-0.3	0	4	16	-0.7	0	-2	105
COc1ccc(C(O)c2nc(-c3ccc(OC)nc3)cs2)cc1 (stereo not given)	-5	.	0.0	-7	-2	0	0.2	0	2	97
CC(=O)c1ccc(C(=O)N2CCCC(CNC(=O)c3ccccc3Cl)C2)cc1 (stereo not given)	-6	4	0.5	-3	2	12	0.7	2	-2	101
O=C(NCc1cccs1)c1ccc2ccccc2n1	-5	0	-0.1	2	-1	1	0.9	6	-1	100
Cc1cc(NN)nc(NS(=O)(=O)c2ccccc2)n1	5	5	0.1	7	1	-2	-0.3	2	2	89
CC1Oc2ccccc2N(CC(=O)NCC2CCCO2)C1=O (stereo not given)	-7	4	-0.1	-2	0	-4	-1.2	0	2	101
COc1ccccc1NCC(=O)N/N=C(\C)c1cccs1	-5	3	0.5	-1	1	-6	2.8	-6	0	102
C=CCNC(=S)NNC(=O)c1ccco1	-1	5	-0.2	6	1	-3	-0.9	6	-4	96
CCC(OC(=O)c1nsc(Cl)c1Cl)C(=O)NC(C)(C)C (stereo not given)	0	-1	0.2	-10	3	0	2.3	6	10	102
CC(NC(=O)CCn1nc(-c2ccc(Cl)cc2)ccc1=O)c1ccccc1 (stereo not given)	-6	3	-0.1	1	2	-2	-0.4	-2	-3	97
COC(=O)c1c[nH]n2c(=O)c(C(C)C)c(C)nc12	-9	-5	0.2	0	3	-6	1.0	-3	10	98
Cc1cccc(N2CC(O)=C(c3nc4ccccc4n3C)C2=N)c1	-4	0	-0.1	11	3	1	0.3	3	3	93
C[C@@H]1CC=C[C@@H]2[C@H]1C(=O)N(Cc1ccccc1)[C@H]2c1ccccc1Br	-7	-11	0.4	-1	-3	-3	-1.5	-2	5	96
CCn1cc(C(=O)NCCCOC(C)C)c(=O)c2cc(S(=O)(=O)N3CCCC3)ccc21	-3	1	-0.1	-5	2	-7	-0.4	1	-2	86
Cc1csc(NC(=O)Cc2coc3cc(C)c(C(C)C)cc23)n1	-5	13	0.1	-5	-9	-3	-1.4	-11	-3	97
CCN(CC)c1ccc2cc(-c3nnc(-c4ccccc4)o3)c(=O)oc2c1	.	179*	1.3	-1	-1	-4	-1.9	12	-4	329
Cc1ccc(NC(=O)c2ccc3c(c2)N(CC(=O)NC(C)C)C(=O)C(C)(C)O3)cc1	-4	10	0.1	-1	0	-1	-0.1	2	3	94
O=C(NC1CCCCC1)Oc1cccc2ccccc12	-7	6	0.6	-2	0	-1	0.0	-6	-1	97
Cn1cnc2c(NCc3ccco3)ncnc21	.	0	-0.4	.	5	-2	-1.2	1	-5	102
COCCn1c(C)cc(C(=O)CSc2nc(C)c(C)c(C)n2)c1C	-13	-3	0.6	14	-1	-2	-3.6	-14	-1	97
COc1ccc(-n2nc3c(c2NC(=O)c2ccco2)CS(=O)(=O)C3)cc1	-7	6	1.0	-2	-1	-15	0.8	1	1	95
CC1(C(=O)NS(=O)(=O)c2ccc(Cl)cc2)CCN1C(=O)c1ccccc1CCc1ccccc1 (stereo not given)	-10	8	0.6	-4	-2	-4	-0.1	2	6	99
COc1cccc(NC(=O)C2CC2(c2cccc(OC)c2)c2cccc(OC)c2)c1 (stereo not given)	-2	11	0.0	0	-4	-2	-1.4	3	1	100
CCOC(=O)CNC(=O)N1CCCC(N(C)CCc2ccccc2)C1 (stereo not given)	4	1	0.1	6	1	1	0.6	-6	1	98
Cc1cc([N+](=O)[O-])ccc1NC(=O)c1ccc(NC(=O)C(C)C)cc1	-4	1	1.6	3	2	4	-0.6	-2	0	99
O=C(O)c1cccc(S(=O)(=O)Nc2ccc(O)c(Sc3nc4ccccc4s3)c2)c1	-6	-1	1.2	-11	2	2	0.4	1	3	100
Cc1cccc(NC(=S)NC(=O)c2ccco2)c1C	.	.	0.0	-3	-2	-1	-0.3	-5	0	96
CC1CCc2c(sc(NC(=O)c3ccc(N4C(=O)CCC4=O)cc3)c2C(N)=O)C1 (stereo not given)	-5	2	-0.1	-13	4	-1	-0.4	-1	-3	91
O=C(CCCCCCN1C(=O)c2ccccc2C1=O)Nc1nccs1	-5	-4	-0.1	-3	-1	1	-2.5	-8	-3	88
COC(=O)C1=C(C)N(CCCC(=O)O)C(=O)NC1c1cccs1 (stereo not given)	-9	?	-0.1	1	5	3	2.8	-1	-3	96
O=C(c1ccncc1)N(c1ccc2oc3c(c2c1)CCCC3)S(=O)(=O)c1ccc(F)cc1	-18	-2	0.1	-4	-5	10	1.0	-12	-6	100
CC1=C(C)CC(C(=O)NCc2ccccc2F)C(C(=O)O)C1 (stereo not given)	-5	2	0.2	4	1	-8	0.1	-2	-2	102
O=C(NC1=NCCS1)c1ccc(OCC2CCCO2)cc1 (stereo not given)	-5	-5	-0.1	1	-6	-3	-1.3	-18	10	99
CCCCn1nnnc1C(c1ccccc1)N1CCN(C(C)=O)CC1 (stereo not given)	-6	.	0.1	.	.	1	1.8	.	-5	100
CCN(c1ccc(NC(=O)c2cccc(S(=O)(=O)N3CCN(C)CC3)c2)cc1)C(C)C	-3	-10	-0.2	-5	-3	-2	-0.6	4	-3	88
O=C(O)c1cc(-c2ccccc2Cl)n(-c2ccc(F)cc2)n1	-4	-11	-0.1	-17	3	-43	-0.2	-2	2	94
O=c1[nH]c(CN2CCN(c3ccc([N+](=O)[O-])cc3)CC2)nc2ccsc12	.	-2	1.2	-4	0	4	2.4	44	-1	90

Remaining list, next part:
structure	CaV13 ICDI inh	Vif imaging	aDG glyco act	PDI turbidity	Glyco luc inh	Granule exo inh	iPSC survival up	Cardio protect	m5-HT2A agonist	ABCB6 inh MLPCN
FC(F)(F)c1ccc(-c2cccc3c2C2CC3CCN2Cc2ccccc2)cc1 (stereo not given)	-7	.	4.5	0	-6	1	-2.2	-31	4	105
O=C(OCC(=O)N1CCCC1=O)c1ccc(Cl)cc1[N+](=O)[O-]	-6	1	-0.2	0	2	-2	-0.5	-4	0	98
CCOC(=O)c1c(N)sc(C(=O)N(C)C)c1CN1CCOCC1	-7	4	0.0	0	3	-2	-0.5	0	-1	100
CC(C)c1nc2sc3c(=O)n(N)cnc3c2c2c1COC(C)(C)C2	-4	5	-0.1	0	0	-3	3.7	2	-2	99

3 structures from above, ordered by heavy-atom count, lowest first.
structure	CaV13 ICDI inh	Vif imaging	aDG glyco act	PDI turbidity	Glyco luc inh	Granule exo inh	iPSC survival up	Cardio protect	m5-HT2A agonist	ABCB6 inh MLPCN
CCOC(=O)c1c(N)sc(C(=O)N(C)C)c1CN1CCOCC1	-7	4	0.0	0	3	-2	-0.5	0	-1	100
COc1cccc(C=NNC(=O)CCCC(=O)NN=Cc2cccc(OC)c2)c1	-8	-5	-0.2	-20	3	-2	2.6	3	-2	87
Cc1ccc(NC(=O)c2ccc3c(c2)N(CC(=O)NC(C)C)C(=O)C(C)(C)O3)cc1	-4	10	0.1	-1	0	-1	-0.1	2	3	94
